High-throughput results as filed in PubChem BioAssay.
OX1R antagonist: blocks the human orexin 1 receptor. O43613. CHO/OX1R cells, Fluo-8 calcium fluorescence, orexin A. inhibition, % at 5 µM. hit rate 0.43% among 330,000. AID 434989;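 active = inhibition above its plate's threshold, mean inhibition of all tested compounds on the plate plus 3 SD, cut at about 37% in these data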;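 note: 0% = orexin A challenge wells and 100% = SB-334867-A antagonist wells; not every result past the cut was called active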
Target sequence (O43613 whole entry, looked up): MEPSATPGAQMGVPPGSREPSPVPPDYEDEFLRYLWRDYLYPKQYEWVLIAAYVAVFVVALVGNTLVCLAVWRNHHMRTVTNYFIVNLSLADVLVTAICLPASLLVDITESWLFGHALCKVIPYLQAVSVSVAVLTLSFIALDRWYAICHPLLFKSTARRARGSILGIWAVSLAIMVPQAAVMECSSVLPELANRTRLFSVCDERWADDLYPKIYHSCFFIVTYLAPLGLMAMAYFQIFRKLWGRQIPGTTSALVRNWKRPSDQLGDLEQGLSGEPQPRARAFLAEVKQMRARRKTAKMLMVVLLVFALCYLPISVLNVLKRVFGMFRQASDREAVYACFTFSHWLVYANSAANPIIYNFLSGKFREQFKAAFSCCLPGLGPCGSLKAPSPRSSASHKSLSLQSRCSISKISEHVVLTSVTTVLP
CHT PAM: human CHT allosteric activation; CHT-expressing cells, membrane potential dye, choline EC20; active compounds read high; LV-AA mutant CHT in HEK293 cells; B-score at 10 µM; hit rate 0.49% among 310,000; AID 488977;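 active = initial fluorescence not abnormally high and integrated response B-score, plate-corrected, over 3 SD above library mean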
Target sequence (Q9GZV3 whole entry, looked up): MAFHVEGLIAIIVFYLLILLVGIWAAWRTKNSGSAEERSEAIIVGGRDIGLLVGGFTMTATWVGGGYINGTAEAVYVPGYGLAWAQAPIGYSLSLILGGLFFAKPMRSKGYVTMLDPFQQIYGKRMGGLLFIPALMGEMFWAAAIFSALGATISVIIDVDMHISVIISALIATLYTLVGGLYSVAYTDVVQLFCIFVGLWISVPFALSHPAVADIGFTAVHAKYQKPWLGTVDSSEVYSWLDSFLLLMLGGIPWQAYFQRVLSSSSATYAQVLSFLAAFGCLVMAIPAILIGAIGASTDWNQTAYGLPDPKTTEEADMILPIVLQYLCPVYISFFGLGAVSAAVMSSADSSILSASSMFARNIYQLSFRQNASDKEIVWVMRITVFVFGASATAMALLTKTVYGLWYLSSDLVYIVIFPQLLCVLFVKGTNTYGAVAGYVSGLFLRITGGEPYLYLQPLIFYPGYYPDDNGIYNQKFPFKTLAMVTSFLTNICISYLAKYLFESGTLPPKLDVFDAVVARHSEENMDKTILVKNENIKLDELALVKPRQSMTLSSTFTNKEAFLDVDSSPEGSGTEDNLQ
Active calls of the source: *; i = inactive; . = no result given; & = joins results of further samples.

SMILES	OX1R antagonist	CHT PAM
CN(C)c1ccnc(N(Cc2ccccc2)Cc2ccccc2)c1C#N	-24	i
CC(=O)/C(=C\Nc1ccc(OCc2ccccc2)cc1)c1ccccc1	-15	i
O=C(CNC(=O)c1cccc(Br)c1)N/N=C/c1cc(Br)cc(Br)c1O	6	i
COc1cc(OC)cc(C(=O)Nc2ccc3c(c2)COC3=O)c1	-12	i
COc1cc(S(=O)(=O)NCCN2CCOCC2)ccc1-n1cnnn1	2	i
Cc1ccc2nc(NC(=O)c3ccccn3)sc2c1	33	i
CNS(=O)(=O)c1cccc(C(=O)NCC(c2cccs2)N2CCOCC2)c1 (stereo unspecified)	-11	i
CC(Sc1ccc2c(c1)OCCO2)C(=O)Nc1ncc(Cl)cc1Cl (stereo unspecified)	-34	i
CCOC(=O)CSc1nnc(NC(=O)c2cccc([N+](=O)[O-])c2)s1	-4	i
C=CCSc1nnc(-c2nnc(SCC=C)n2CC)n1CC	-1	i
CCc1cc2c(=O)c(-c3cnn(-c4ccccc4)c3)c(C(F)(F)F)oc2c(CN(C)C)c1O	-19	i
CSc1ccc(Cl)c(C(=O)OCC(=O)N2CCOCC2)c1	-9	i
CCOc1ccccc1-n1nnnc1SCC(=O)OC	-19	i
CN(C(=O)C1CCC(=O)N(CCc2ccc(Cl)cc2)C1)C1CCOCC1 (stereo unspecified)	-10	i
O=C(c1ccoc1)N1CCC2(CC1)Oc1ccc(F)cc1C(=O)C21CC(c2cccnc2)=NO1 (stereo unspecified)	-18	i
CCC(C)NC(=O)C1CCCN(c2nc(C)cc(OC)n2)C1 (stereo unspecified)	-18	i
COc1ccccc1NC(=O)c1cc2c(CO)cnc(C)c2oc1=Nc1ccccc1	-16	i
Cc1[nH][nH]c(=O)c1C(c1ccc(F)cc1)c1c(C)[nH][nH]c1=O	-18	i
N#CCSc1ccccc1NC(=O)COC(=O)Cc1c[nH]c2ccccc12	-4	.
COc1ccc(/C=C/C(O)=C2/C(=O)NC3(C)CC2c2ccccc2O3)c(OC)c1OC (stereo unspecified)	-37	i
O=C(CC(NCc1ccccn1)C(=O)O)Nc1ccccc1Cl (stereo unspecified)	1	i
COc1cccc(-n2ccnc2SCC(=O)Nc2cc(C)on2)c1	-20	i
CC(/C=C/C(=O)c1ccc(C)cc1)=C\c1ccccc1	-10	i
CCOCCn1c(SCc2ccc(C)cc2)nc2c1c(=O)[nH]c(=O)n2C	-23	i
CCOC(=O)CN=C/C(C(C)=O)=C(/C)O	4	i

2 of the compounds above, with two lines to a compound.
Below each SMILES – OX1R antagonist, CHT PAM
> Cc1[nH][nH]c(=O)c1C(c1ccc(F)cc1)c1c(C)[nH][nH]c1=O
  -18, i
> N#CCSc1ccccc1NC(=O)COC(=O)Cc1c[nH]c2ccccc12
  -4, .

Look-ups from the results shown.
Under OX1R antagonist, CC(/C=C/C(=O)c1ccc(C)cc1)=C\c1ccccc1 has -10
Under OX1R antagonist, COc1ccc(/C=C/C(O)=C2/C(=O)NC3(C)CC2c2ccccc2O3)c(OC)c1OC (stereo unspecified) has -37
Under OX1R antagonist, CC(Sc1ccc2c(c1)OCCO2)C(=O)Nc1ncc(Cl)cc1Cl (stereo unspecified) has -34

The results go on.
SMILES	OX1R antagonist	CHT PAM
CC(=O)Oc1ccc(C(=O)c2ccccc2)c(OC(C)=O)c1	-20	i
CCCCCC(C)NC(=O)c1cc(S(=O)(=O)N2CCCCC2)ccc1N1CCOCC1 (stereo unspecified)	-29	.
CC(C)CN(Cc1c(O)ccc2c3c(c(=O)oc12)CCC3)CC(C)C	-10	i
COc1ccc(/C=N/NC(=O)c2ccc(Br)o2)cc1Cn1cc([N+](=O)[O-])cn1	-8	i
Cc1c(Cl)cccc1NC(=S)NCCc1ccc(Cl)cc1	-14	i
Cc1ccc2[nH]c3c(=O)n(Cc4ccco4)cnc3c2c1	-13	i
O=C(Cc1ccc2c(c1)OCCO2)N1CCN(S(=O)(=O)c2cccs2)CC1	-12	i
CN(CC1CCOCC1)C(=O)CC1C(=O)NCCN1Cc1ccc(-c2ccccc2)cc1 (stereo unspecified)	-24	i
CN1CCN(C(CNC(=O)C(=O)NC2CCCCC2)c2ccc(F)cc2)CC1 (stereo unspecified)	-17	i
Cc1ccc(S(=O)(=O)N2C[C@@H]3CCCC[C@@H]3[C@@H](C)[C@H]2CC(=O)c2ccccc2)cc1	-24	.
CCN(CC(=O)Nc1ccccc1-c1ccccc1)Cc1nc2ccccc2c(=O)[nH]1	-10	i
CCOC(=O)C1=C(C)NC(C)=C(C(=O)OCC)C1	-4&-2	i
Cc1nonc1NCn1nnc2ccccc21	-21	i
COc1ccc(NC(=S)N(CCc2nc3cc(C)c(C)cc3[nH]2)Cc2cccnc2)cc1	-12	i
C/C(=N\O)C(=O)NCCN(C)C	2	i
Cc1ccc(N(C(=O)c2csnn2)C(C(=O)NC(C)(C)C)c2cccnc2)cc1 (stereo unspecified)	-30	i
COc1ccc(O)c(CN2CCCC(N3CCc4ccccc4C3)C2)c1 (stereo unspecified)	.	i
Cc1ccc(-n2nc(C(=O)O)c(O)cc2=O)cc1	7	i
OCCNc1nc(N2CCCCC2)nc2ccccc12	10	i
COc1ccc(C)cc1NC(=O)CSc1nnc2ccc(-c3ccncc3)nn12	-16	i
COc1ccc(CN(CCO)CCO)cc1[N+](=O)[O-]	-6	i
CCCc1nnc(SCC(=O)Nc2ccccc2F)o1	-18	i
CN1CCN(c2nc(-c3ccc(Br)cc3)nnc2-c2ccccc2)CC1	-11	i
O=C(NCc1ccccn1)C(=O)NN=C1CCCCCCCCCCC1	-6	i
Cc1c(NC(=O)c2ccc(Br)o2)cccc1C(=O)O	9	i
Further structures:
SMILES	OX1R antagonist	CHT PAM
COn1c(=O)c(-c2cccc(Br)c2)[n+]([O-])c2ccccc21	-13	i
CC(C)OC(=O)C1C2C=CC3(CN(CC4CCCO4)C(=O)C13)O2 (stereo unspecified)	-3	i
NNc1nc2sc3c(c2c(=O)[nH]1)CCc1ccccc1-3	-9	i
Cc1cc(C(=O)COc2ccc(-c3nnco3)cc2)c(C)n1Cc1ccccc1	2	i
COc1cc(C(=O)Nc2ccc3c(c2)OCO3)ccc1OCc1c(C)noc1C	-10	i
CCN(CC)S(=O)(=O)c1cc(OC)c(C)cc1C	-13	i
O=C(NCc1ccccn1)C1CCCN(S(=O)(=O)c2ccccc2)C1 (stereo unspecified)	-14	i
COC(=O)[C@H](CC(C)C)N(Cc1ccccc1)S(=O)(=O)N(Cc1ccccc1)[C@@H](CC(C)C)C(=O)OC	17	.
CCOC(=O)c1cnc(-n2nc(C)cc2C)nc1NC1CCCCC1	74*	i
O=S(=O)(c1ccc(F)c(F)c1F)N1CCN(C(=S)Nc2ccccc2)CC1	-5	i
Cc1cc(O)ccc1NC(=O)c1ccccc1	-13	i
Cc1noc(C)c1C(=O)N(CC(=O)Nc1ccccc1Br)Cc1ccco1	-7	.
O=C(NCc1ccccc1)C1CCCN(S(=O)(=O)c2cccnc2)C1 (stereo unspecified)	-17	i
O=C(COC(=O)c1ccc([N+](=O)[O-])s1)NCc1ccc(F)cc1	-9	i
COc1ccc(OC)c(-n2c(C)ccc2-c2ccc(S(C)(=O)=O)cc2)c1	-1	i
COCCCC1CCN(C(=O)C2CCC(=O)N(Cc3ccccc3F)C2)CC1 (stereo unspecified)	.	i
CS(=O)(=O)c1ccc(Cl)c(NC(=O)CCN2C(=O)NC3(CCCC3)C2=O)c1	-5	.
Cc1cccc(-c2nnc(-c3ccc(N)cc3)o2)c1	-26	i
O=C(NC(NC1CCS(=O)(=O)C1)C(Cl)(Cl)Cl)c1cccc(Cl)c1 (stereo unspecified)	-10	i
Cc1cc(C)c(NC(=O)Cc2ccc(-n3cccc3)cc2)c(C)c1	-4	i
CCOC(=O)c1c(NC(=O)Cn2nc(C(F)(F)F)cc2C)sc2c1CCC2	-5	i
O=C(N/N=C/c1ccc2c(c1)OCO2)c1cccc(NC(=O)c2ccccc2Cl)c1	-13	i
CCOc1ccc(C2=C/C(=C/c3cccnc3)C(=O)O2)cc1	-19	i
C=CCSc1nnc(NC(=O)CSc2nc(CCC)cc(=O)[nH]2)s1	-15	i
NC(=O)C1CCN(C(=O)CCC(=O)N2CCOc3ccc(Cl)cc32)CC1	-12	i
Next section:
SMILES	OX1R antagonist	CHT PAM
Cc1nn(-c2ccccc2)c(C)c1/C=N/NC(=O)CSc1nc2ccccc2c(=O)n1-c1ccccc1	-46	i
Cn1c(N=Nc2ccccc2)nc2ccccc21	-26	6.4*
Cn1ccnc1SCC(=O)c1cccc(C(F)(F)F)c1	-6	i
Cc1ccc2cc(CN(Cc3ccc(F)cc3)Cc3nnnn3C3CCCC3)c(=O)[nH]c2c1	-49	i
CCn1cc(C(=O)NCCCOC(C)C)c2cc(OC)c(OC)cc2c1=O	-17	i
CCOC(=O)c1cnc2ccc(C(=O)OC)cc2c1NCCc1ccc(OC)c(OC)c1	-29	i
COc1ccc(OC)c(CN(CCN2CCOCC2)S(=O)(=O)c2ccc(NC(C)=O)cc2)c1	-10	i
COc1cc(C(=O)N2CCN(c3cccc(C)c3C)CC2)cc(OC)c1OC	-41	i
CC(=O)Nc1cc[n+](C(C)C(=O)c2ccc(Cl)cc2)cc1 (stereo unspecified)	-1	i
Cc1ccc(S(=O)(=O)N2C(=O)CCC2C(=O)Nc2ccc3c(c2)OCCO3)cc1 (stereo unspecified)	-35	i
CCOC(=O)c1sc2nc(CSc3ccccc3)nc(N3CCC(C(N)=O)CC3)c2c1C	2	i
CC(C)CNC(=S)N(CCN(C)C)Cc1cc2cc3c(cc2[nH]c1=O)OCO3	-8	i
Cc1ccc(S(=O)(=O)N2CCCOC2CNC(=O)C(=O)NCc2cccs2)cc1 (stereo unspecified)	-7	i
COc1ccc(S(=O)(=O)N2c3ccc(F)cc3CCC2C)cc1 (stereo unspecified)	-25	i
O=C(NCCCCNC(=O)c1cccnc1Cl)c1cccnc1Cl	-7	i
CCOC(=O)Cn1c(CN2CCc3ccccc3C2)nc2c1c(=O)n(C)c(=O)n2C	-14	i
Cc1cc(C)n(-c2nnc(C)n2/N=C/c2ccccc2O)n1	-10	i
CN(CC(=O)NCCc1ccccc1)S(=O)(=O)c1cnc[nH]1	-4	i
CCO[C@H]1OC(C(=O)NCc2nc3ccccc3[nH]2)=C[C@@H](c2ccc(Br)cc2)[C@@H]1CCCO	-17	i
Cc1cc(C)c(S(=O)(=O)N(C)CC(=O)NCCCn2ccnc2)c(C)c1	-23	i
O=C(COC(=O)C1CCC(=O)N1)Nc1ccccc1Br (stereo unspecified)	7	i
Cc1ccc(COn2nnc3ccc(S(=O)(=O)N4CCOCC4)cc32)cc1	-17	.
CC(C)(C)NS(=O)(=O)c1ccc(NS(C)(=O)=O)cc1	-7	i
CCCCOc1ccc(-c2nnn(CC(=O)NCCc3c[nH]c4ccccc34)n2)cc1	-3	i
Brc1ccc(OCc2cn3ccccc3n2)cc1	-5	i

Given with two lines to a compound: entries from further up.
Every second line gives: OX1R antagonist	CHT PAM
CCCCOc1ccc(-c2nnn(CC(=O)NCCc3c[nH]c4ccccc34)n2)cc1
 : -3	i
CC(=O)Nc1cc[n+](C(C)C(=O)c2ccc(Cl)cc2)cc1 (stereo unspecified)
 : -1	i
O=C(COC(=O)C1CCC(=O)N1)Nc1ccccc1Br (stereo unspecified)
 : 7	i

More structures follow:
SMILES	OX1R antagonist	CHT PAM
O=C(CCc1nnc(CCCCc2ccccc2)o1)NCc1cc(F)ccc1F	-24	i
O=C(c1cc([N+](=O)[O-])ccc1N1CCCCC1)N1CCCCC1	-3	i
CCOc1ccccc1N1CCN(C(=O)Nc2cccc(Cl)c2)CC1	-8	i
COc1cc(-c2cc(C(=O)NCCc3ccc(S(N)(=O)=O)cc3)c3ccccc3n2)cc(OC)c1OC	-34	i
Cc1ccc(NC(=O)c2c(-c3ccccc3Cl)noc2C)nc1	3	i
Cc1ccc(C(=O)O)c(C(=O)Nc2nc3ccccc3s2)c1	-8	i
CCSc1ncnc2c1oc1ccccc12	-15	i
O=C1NC[C@@H](Cc2cccc3ccccc23)N(CCc2cc(C(F)(F)F)cc(C(F)(F)F)c2)C1=O	-22	i
C[C@@H]1CN([C@@H](C)CO)C(=O)c2cc(NS(=O)(=O)c3ccc(Cl)cc3)ccc2O[C@H]1CN(C)Cc1ccncc1	-23	.
N[C@H]1C(O)O[C@H](CO)[C@@H](O)[C@@H]1O (stereo partly specified)	2	i
Cn1c(CC(=O)Nc2ccccc2)nnc1SCCOc1ccccc1	-21	i
COc1ccc(-n2c(-c3ccco3)nc3c(cnn3-c3ccc(C)cc3)c2=O)cc1	-28	i
O=C(NC1CCCC1)c1cccc(Cl)c1	-7	i
COc1ccc(/C(N)=N/O)cc1O	-5	i
CCCCc1nnc2c(N(C)S(=O)(=O)c3ccccc3)nc3ccccc3n12	-15	i
Cc1ccc(CSc2ncnc3onc(C)c23)cc1	-11	i
Cc1ccc(C(=O)N2CC(=O)Nc3ccccc32)o1	10	i
O=C(CCc1ccccc1)NC1(Cc2ccccc2)CCN(CCc2cccs2)C1=O (stereo unspecified)	-12	.
CN(C)C(=O)N1CCC(C(=O)N2CCCC(C(=O)c3ccc(C(C)(C)C)cc3)C2)CC1 (stereo unspecified)	-47	i
O=C(c1ccc(Br)cc1)c1coc2ccc(O)cc12	-9	i
CCN(C(=O)CSc1ccc2ccccc2n1)C1CCS(=O)(=O)C1 (stereo unspecified)	-15	i
O=C(O)C1(P(=O)(c2ccccc2)c2ccccc2)CCC1	-7	i
Cc1ccccc1Cn1nc(C)c(NC(=O)c2cc(-c3cccs3)on2)c1C	-22	i
CN(C)c1cc(-c2ccc(Cl)cc2)oc(=O)c1Cl	-32	i
CCOc1ccc(C(C)=O)cc1Cn1nc(C(=O)O)c2ccccc2c1=O	-20	i

Compounds shown so far containing a cyano group (2):
SMILES	OX1R antagonist	CHT PAM
CN(C)c1ccnc(N(Cc2ccccc2)Cc2ccccc2)c1C#N	-24	i
N#CCSc1ccccc1NC(=O)COC(=O)Cc1c[nH]c2ccccc12	-4	.
